Compound activity: PubChem BioAssay, several laboratories
Kir21 inh: inhibitors of mouse Kir2.1 inward-rectifier potassium channel. P35561. HEK293-Kir2.1, FluxOR thallium flux fluorescence; stronger effect = lower value. AID 1672. B-score at 10 µM. 0.85% of 310,000 active;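 active = fluorescence ratio B-score at or below minus 3 SD of library scores, with starting-brightness B-score within 2 SD, cut at about -4.2 in these data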;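 note: channel flux triggered by added potassium and thallium sulfate stimulus; B-score of peak minus minimum fluorescence over baseline after thallium stimulus; more negative B-score means stronger Kir2.1 block with less thallium influx; some compounds called inactive have numbers as strong as hits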
Target sequence (P35561 whole entry, looked up): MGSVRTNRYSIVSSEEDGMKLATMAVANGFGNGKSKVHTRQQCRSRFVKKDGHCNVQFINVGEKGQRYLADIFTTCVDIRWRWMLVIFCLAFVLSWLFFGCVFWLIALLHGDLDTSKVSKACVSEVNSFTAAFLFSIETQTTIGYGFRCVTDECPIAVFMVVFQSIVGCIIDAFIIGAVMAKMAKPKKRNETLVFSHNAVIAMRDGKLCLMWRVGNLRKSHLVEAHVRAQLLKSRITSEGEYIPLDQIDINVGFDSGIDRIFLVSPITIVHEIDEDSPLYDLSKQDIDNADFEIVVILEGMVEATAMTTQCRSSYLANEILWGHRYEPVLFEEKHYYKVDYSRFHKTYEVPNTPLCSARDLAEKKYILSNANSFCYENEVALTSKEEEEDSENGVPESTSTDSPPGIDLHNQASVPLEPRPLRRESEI
KCNQ2 block: KCNQ2 channel blockers in CHO-K1 cells – cell-based, FluxOR thallium flux, B-score, primary screen (AID 2156); 20 min; stronger effect = lower value; B-score at 10 µM; 1.1% of 310,000 active; O88943;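 active = fluorescence ratio B-score at most minus 3 library SDs, with starting brightness B-score within 2 library SDs, cut at about -5.5 in these data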
STK33 kinase inh: inhibitors of human STK33 kinase; inhibition, % at 10 µM; purified STK33, MBP phosphorylation, ADP-Glo luminescence; Q9BYT3; 0.073% of 320,000 active;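 active = inhibition at or above 25%, using the most active replicate where run in duplicate; inactive = inhibition below 25%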
Target sequence (Q9BYT3 whole entry, looked up): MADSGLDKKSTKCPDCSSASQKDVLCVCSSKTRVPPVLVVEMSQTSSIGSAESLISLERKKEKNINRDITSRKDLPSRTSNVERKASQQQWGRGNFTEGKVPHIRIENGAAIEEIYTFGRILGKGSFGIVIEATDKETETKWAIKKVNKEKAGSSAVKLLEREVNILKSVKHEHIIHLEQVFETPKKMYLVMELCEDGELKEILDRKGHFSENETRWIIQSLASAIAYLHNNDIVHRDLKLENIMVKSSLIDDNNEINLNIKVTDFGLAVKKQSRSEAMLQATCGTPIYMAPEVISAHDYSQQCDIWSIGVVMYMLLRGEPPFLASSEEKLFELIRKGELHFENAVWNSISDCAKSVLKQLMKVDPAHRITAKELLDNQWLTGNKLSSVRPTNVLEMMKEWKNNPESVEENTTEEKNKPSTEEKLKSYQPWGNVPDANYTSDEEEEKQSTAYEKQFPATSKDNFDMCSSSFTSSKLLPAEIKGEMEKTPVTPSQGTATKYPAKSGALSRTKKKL
The depositor's hits bear a star; i = inactive; nt = no result given.

Order of results – Kir21 inh	KCNQ2 block	STK33 kinase inh
CCCCCc1cc(=O)oc2c(C(CCN(CC)CC)c3cc(OC)c(OC)c(OC)c3)c(OC)cc(OC)c12 (configuration not stated)
    -0.94	i	1.9
CCOC(=O)C(C)Sc1nc(-c2ccccc2)nc2ccc(F)cc12 (configuration not stated)
    0.08	i	0.2
Cc1c(C)c2ccc(OCC(=O)NCCN3CCOCC3)cc2oc1=O
    -0.6	i	0.4
Cc1cc(NC(=O)/C(C#N)=C/c2ccco2)n(-c2ccccc2)n1
    1.7	i	-0.3
COc1cccc(CN(C)Cc2c(O)ccc3ccccc23)c1
    -1.8	i	-0.6
C=C(C)CSc1nnc(-c2ccc(OC)cc2)n1N
    0	i	-0.6
O=C(CSc1cn[nH]n1)Nc1cccc(C(F)(F)F)c1
    -1.7	i	-0.7
CCCCOc1ccc(CN(CCO)CCO)cc1[N+](=O)[O-]
    -0.68	i	-1.1
Cc1cc(C)nc(Sc2ncnc3c2oc2ccccc23)n1
    1.2	i	-1.6
CCOc1cc(/C=C2/NC(=O)N(CC(=O)OC)C2=O)ccc1OC
    -1.3	i	6.2
O=C(O)CCS(=O)(=O)Cc1ccccc1Cl
    -0.83	i	-1.6
O=C(O)CSc1nnc(Cc2cccc3ccccc23)n1-c1cc(C(F)(F)F)cc(C(F)(F)F)c1
    0.29	i	1.6
CC(C)c1nnc(-c2ccc(Cl)cc2)c(N(C)C)n1
    0.72	i	2.0
S=C1NCCc2ccccc2C1c1ccccc1 (configuration not stated)
    -2.3	i	0.5
Cc1cc(OCC(=O)N2CCOCC2)cc2oc(=O)c3ccccc3c12
    2.1	i	-2.9
CCOC(=O)C1=C(C)NC2=C(C(=O)CCC2)C1c1cc(OC)ccc1OC (configuration not stated)
    -1.8	i	-1.9
Cc1ccc(OCC(=O)N/N=C/c2c[nH]c3ccccc23)c([N+](=O)[O-])c1
    0.02	i	-0.8
Cc1ccc(NC(=O)C2CCN(C(=O)c3ccccc3C)CC2)nc1
    1.9	i	-0.8
CC(CC(=O)Nc1ccc(F)cc1)S(=O)(=O)c1ccc2c(c1)NC(=O)CO2 (configuration not stated)
    -0.83	i	-1.7
O=C(COC(=O)c1c(Cl)cccc1Cl)NC1CCCCC1
    -0.01	i	-0.1

Full records, quoted from the list.
CC(CC(=O)Nc1ccc(F)cc1)S(=O)(=O)c1ccc2c(c1)NC(=O)CO2 (configuration not stated) reads Kir21 inh: -0.83; KCNQ2 block: i; STK33 kinase inh: -1.7
Cc1cc(NC(=O)/C(C#N)=C/c2ccco2)n(-c2ccccc2)n1 reads Kir21 inh: 1.7; KCNQ2 block: i; STK33 kinase inh: -0.3

Remaining list, next part.
Order of results – Kir21 inh	KCNQ2 block	STK33 kinase inh
CC1=Nc2cc(C(=O)NCc3ccco3)ccc2Sc2ccc(C)cc21
    0.03	i	-2.4
O=C(C[n+]1cc(-c2ccccc2)n2c1CCC2)OCc1ccccc1
    1.1	i	-1.0
CCCCN(CC)CCCNC(=O)c1cc2cc3ccc(C)cc3nc2o1
    0.29	i	0.0
Cc1cnc(NC(=O)CSc2ccccc2)s1
    0.05	i	-1.2
CS(=O)(=O)N(CCc1ccccc1)CC(=O)NCc1ccc(Cl)cc1
    1	i	0.7
COC(=O)C(CC(=O)c1ccc(Cl)cc1)c1ccc(C(C)C)cc1 (configuration not stated)
    -0.27	-5.9*	0.1
CCOc1ccc(S(=O)(=O)N2CCCCC2)c(C)c1C
    -0.08	i	nt
Cn1c2ccccc2c2cnn(CC(=O)Nc3ccc(F)cc3F)c(=O)c21
    -1.6	i	0.3
Cc1ccc(OCC(=O)c2ccc(Cl)s2)c([N+](=O)[O-])n1
    0.23	i	0.5
C#CCn1c(=NC(=O)CSCC(=O)N2CCOCC2)sc2ccccc21
    0.03	i	-0.8
COc1ccc(-c2noc(CN(C)C(=O)CCN3C(=O)[C@H]4CC=CC[C@H]4C3=O)n2)cc1
    -2.2	i	0.5
Cc1cccc(CSCC(=O)NCc2ccc(S(N)(=O)=O)cc2)c1
    -1	i	-1.4
Cc1cc(=O)oc2c(C)c(OCC(=O)NCC3CCC(C(=O)O)CC3)ccc12 (configuration not stated)
    -0.02	i	1.9
CC(=O)c1cccc(N(CC(=O)Nc2ccc(F)cc2)S(C)(=O)=O)c1
    -0.43	i	0.2
CCC(CC)=N/N=C/c1c(O)n(CC)c2cc(C3=NNC(=O)CC3)ccc12
    -0.23	i	-1.1
COC(=O)c1ccccc1SC1CC(=O)N(c2cccc(C)c2)C1=O (configuration not stated)
    2.2	i	nt
CCOC(=O)C1=C(C)NC(=O)/C1=C\N(C)C
    0.94	i	-0.4
COc1ccccc1C(=O)N/C(=C\c1ccc(Br)cc1)C(=O)NCCO
    0.35	i	-0.2
Cc1nc(NC(=O)c2ccco2)sc1C(=O)Nc1ccc(Br)cc1
    1.6	i	-0.7
CCOc1ccc(NC(=O)c2sc3nc(N4CCOCC4)c4c(c3c2N)CCCC4)cc1
    1	i	-1.0

Records above marked active in KCNQ2 block:
Order of results – Kir21 inh	KCNQ2 block	STK33 kinase inh
COC(=O)C(CC(=O)c1ccc(Cl)cc1)c1ccc(C(C)C)cc1 (configuration not stated)
    -0.27	-5.9*	0.1

Molecules from the list above that contain a nitro group on carbon (three):
Order of results – Kir21 inh	KCNQ2 block	STK33 kinase inh
CCCCOc1ccc(CN(CCO)CCO)cc1[N+](=O)[O-]
    -0.68	i	-1.1
Cc1ccc(OCC(=O)N/N=C/c2c[nH]c3ccccc23)c([N+](=O)[O-])c1
    0.02	i	-0.8
Cc1ccc(OCC(=O)c2ccc(Cl)s2)c([N+](=O)[O-])n1
    0.23	i	0.5

The results go on:
Order of results – Kir21 inh	KCNQ2 block	STK33 kinase inh
O=[N+]([O-])c1cccc(Cl)c1NCCNS(=O)(=O)c1ccccc1
    -1.2	i	0.7
Cc1ccc(C)c(NC(=O)CSc2nc(C)cc(C)c2C#N)c1
    -1.2	i	0.8
COc1ccc(CCNC(=O)CC2SC(=NCCC(C)C)NC2=O)cc1OC (configuration not stated)
    1.3	i	-0.1
N#CC1(NC(=O)COC(=O)Cn2[nH]c(=O)c3ccccc3c2=O)CCCCC1
    3.6	i	0.6
CCCc1nnc(NC(=O)CCC(=O)N2CCN(c3ccccn3)CC2)s1
    -0.02	i	-2.9
Cc1cccc2cc3ccccc3nc12
    0.58	i	-1.2
Cc1ccc(S(=O)(=O)Cn2nnnc2C(CC(C)C)N2CCN(C(=O)c3ccco3)CC2)cc1 (configuration not stated)
    2.2	i	-1.9
Cc1ccc(NC(=O)CSc2nn(-c3ccc(Cl)cc3)c(=S)s2)cc1S(=O)(=O)N(C)C
    -3	-7.1*	-0.1
CCN1CCc2c(OCC(=O)Nc3cccc(C)c3)cccc2C1=O
    -1	i	1.3
COc1cc(CNCc2ccccn2)ccc1OCc1ccc(Cl)cc1Cl
    -6*	i	-2.7
COc1ccc([N+](=O)[O-])cc1NC(=O)CSCc1ccccc1C
    -2.1	i	-1.1
CC(Sc1ccc2ccccc2c1)C(=O)NC(N)=O (configuration not stated)
    -1.1	i	-0.8
COc1ccccc1Nc1cc(C)nc2c(C)ccc([N+](=O)[O-])c12
    0.15	i	0.7
Cn1cccc1C(=O)NC(=O)COC(=O)CNC(=O)c1ccc(Cl)cc1Cl
    0.75	i	1.3
CC1CCCCC1NC(=O)CSc1nnc(-c2ccccc2)n1N (configuration not stated)
    1.2	i	-0.9
Cc1nn(CC(=O)c2cccc(Cl)c2)c(C)c1[N+](=O)[O-]
    0.11	i	-0.2
COc1ccccc1/C=C/C(=O)NC(=S)Nc1ccccn1
    -2.2	i	-0.3
CC1(c2ccc(OC(F)F)cc2)NC(=O)N(CC(=O)Nc2ccc3[nH]c(=O)[nH]c3c2)C1=O (configuration not stated)
    -0.4	i	-1.9
CCOC(=O)N/N=C(\C)c1ccc(Br)cc1
    0.62	i	-1.7
CCCN(CCC)S(=O)(=O)c1cc2c3c(c1)CCN3C(=O)CC2
    -3.5	i	1.1
O=C(CN(Cc1ccccc1)C(=O)c1csnn1)NCc1ccc2c(c1)OCO2
    -1.1	i	2.3
CCOC(=O)N1CCN(c2ncnc3c2[nH]c2ccc(OC)cc23)CC1
    1.1	i	4.3
CCOC(=O)c1ccc(NC(=O)c2ccc(NS(C)(=O)=O)cc2)cc1
    0.14	i	0.6
CC(CC12CC3CC(CC(C3)C1)C2)NCc1ccccc1O (configuration not stated)
    -5*	i	nt
Oc1ccccc1CN1CCC(C(O)(c2ccccc2)c2ccccc2)CC1
    -5.2*	i	-2.5
O=C(N/N=C/c1ccc2c(c1)OCO2)c1ccc(Br)o1
    0.96	i	0.4
O=C(NCC1CCCO1)c1cn(-c2ccccc2)nc1-c1ccccc1 (configuration not stated)
    -0.28	i	0.7
O=C1c2ccccc2NC2(CCCC2)N1O
    0.44	i	0.0
O=C(Nc1nc(-c2ccccn2)cs1)c1cc2ccccc2o1
    -0.03	i	-0.1
Cc1ccc(CNC(=O)C2CC(=O)N(c3ccc(OCC(=O)N4CCCC4)cc3)C2)cc1 (configuration not stated)
    -0.73	i	-3.5
Cc1[nH]c(=S)c(C#N)c(-c2ccco2)c1C(=O)N(C)C
    0.15	i	-0.6
Cc1ccc(OCC(=O)Nc2cccc(-c3nnc(-c4ccccc4)o3)c2)cc1
    0.68	i	-0.5
Cc1noc(C)c1COC(=O)C1COc2ccccc2O1 (configuration not stated)
    -2.5	i	-0.8
Cn1c(CCN2CCOCC2)nc2cc(NC(=O)c3cccs3)ccc21
    0	i	0.2
CC(C(=O)NCC1CCCCC1)N1CCc2ccccc2C1 (configuration not stated)
    -0.68	i	-0.6
O=c1oc(/C=C/c2ccccc2)nc2sc3c(c12)CCC3
    0.6	i	-1.4
Cc1nc([N+](=O)[O-])c(Br)n1Cc1ccccc1
    -0.71	i	0.2
CC(C)c1nnc(NC(=O)c2cccs2)s1
    0.01	i	0.2
Cn1cnnc1SCC(=O)Nc1ccc(S(=O)(=O)N2CCCC2)cc1
    1.1	i	-2.3
Cc1cc(Cl)ccc1OCC(=O)OCC(=O)N(CC(C)C)c1c(N)n(Cc2ccccc2)c(=O)[nH]c1=O
    -0.91	i	-1.6
O=C(NC1=NCCS1)c1ccccc1Br
    0.17	i	0.8
S=C(NCCc1ccccc1)NC1CCC(NC(=S)NCCc2ccccc2)CC1 (configuration not stated)
    0.79	i	-2.3
COc1ccccc1NC(=O)Cc1nnc(SCC(=O)NC2CCCCC2)n1C
    -0.33	i	1.6
CCN(CC(=O)Nc1c(F)cccc1F)C(=O)c1ccc(=O)n(Cc2ccccc2)n1
    0.83	i	-1.7
Cc1nc(N)nc(COc2ccccc2)n1
    0.02	i	1.7
Cc1cc[n+](Cc2ccc([N+](=O)[O-])cc2)cc1
    -1	i	-0.2
O=C1NC2(CCCC2)C(=O)N1CCS(=O)(=O)Oc1ccccc1
    0.03	i	0.4
COCCCn1c(C)nnc1-c1cnn(-c2ccccc2)c1N
    -0.29	i	-1.4
CC(=O)NS(=O)(=O)c1ccc(NC(=O)CCC2CCCC2)cc1
    3.1	i	-0.5
Cc1cc(C(=O)CSc2nc3ccccc3c(=O)n2C)c(C)n1Cc1ccc2c(c1)OCO2
    -0.05	i	0.2
O=C(N/N=C/c1ccc(Sc2ccccn2)o1)c1cccc([N+](=O)[O-])c1
    0.76	i	1.4
O=C(COc1ccc(Cl)cc1Cl)N1CCCCCC1
    1.1	i	-0.3
O=C(c1ccc(NS(=O)(=O)c2ccc(F)cc2)cc1)N1CCCCCC1
    0.36	i	-0.3
Cc1cccc(C)c1NS(=O)(=O)c1ccc(OCCNS(C)(=O)=O)cc1
    -0.09	i	1.4
Cc1ccc(NC(=O)N2CCCC2c2cccs2)cc1 (configuration not stated)
    1.1	i	-0.6
O=C1C2C3c4ccccc4C(c4ccccc43)C2C(=O)N1CN1CCOCC1 (configuration not stated)
    0.75	i	-1.1
O=C(Nc1nnc(-c2cc(Cl)ccc2Cl)o1)c1ccco1
    2.3	i	0.3
COc1ccc(CCNC(=O)c2ccc(CN3CCC(Cc4ccccc4)CC3)cc2)cc1
    -0.48	i	-0.8
O=C1C2C3C=CC(C3)C2C(=O)N1c1ncn[nH]1 (configuration not stated)
    2.5	i	0.9
COc1cc(/C=N/NC(=O)CCC(=O)Nc2ccc(F)cc2)ccc1O
    0.94	i	-0.1

Carrying on:
Order of results – Kir21 inh	KCNQ2 block	STK33 kinase inh
OC(c1ccccc1)C1CN(Cc2ccccc2)CCC1(O)c1ccccc1 (configuration not stated)
    -3.8	i	-0.4
Cc1ccc(C(=O)NC2CCCCCCC2)c(Cl)c1
    -0.38	i	-2.0
O=C1CCCCN1CCCC(=O)N1CCCC(Nc2ccccc2)C1 (configuration not stated)
    -3	i	-1.0
CN(CC(=O)NCCc1ccccc1)S(=O)(=O)c1ccc(Br)cc1
    -1.4	i	-1.8
CCCNC(=O)NC1CCCc2ccccc21 (configuration not stated)
    0.13	i	-0.2
CCOc1ccc(N2C(=O)Nc3ccccc3C2(O)C(=O)N2CCN(c3ccccn3)CC2)cc1 (configuration not stated)
    0.88	i	0.0
N#Cc1cc2c(nc1SCc1cccnc1)CCCCC2
    -1.6	i	-0.6
Cc1oc(S(=O)(=O)N2CCOCC2)cc1C(=O)Nc1ccc(Cl)cc1
    1.1	i	-1.8
Cc1cccc(-c2oc3ccccc3c2C#CCCO)c1
    -0.2	i	-1.8
COc1cc2c(cc1OC)CN(c1nc(CN3CCOCC3)nc3sc4c(c13)CCC(C)C4)CC2 (configuration not stated)
    -0.32	i	-0.9
